Vif imaging: inhibitors of HIV Vif. actives 0.35% (n = 340,000). HEK293T cells, Vif self-association by quenched fluorescence, imaging, 24 h. inhibition, % at 7.49 µM; in the data active means inhibition above about 50%, passing the limit was not always enough; inconclusive means no clear call, values can overlap the other calls; inactive means below about 31%; further: some results filed as inactive read as strong as hits
Glyco luc inh: N-linked glycosylation inhibition. reporter increase, % at 12.5 µM. actives 0.23% (n = 360,000). D54 ERlucT glycosylation luciferase reporter, 24 h; percent of 100 nM tunicamycin response;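 active means mean luciferase reporter signal, scaled so untreated is 0 and the glycosylation-blocking control 100, at or above a set limit in every replicate; inconclusive means mean reaches the limit but not every replicate does; inactive means mean below the limit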;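 further: luciferase carries N-glycosylation sites so blocking glycosylation raises the light; 0% = median of neutral control wells and 100% = median of 100 nM tunicamycin wells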
TLR9-MyD88 block: blocks human TLR9 binding to MyD88; AID 504734; inhibition, % at 4.98 µM; Q9NR96+Q99836; actives 0.21% (n = 340,000); CHO BLA complementation TLR9-MyD88, CCF4 FRET ratio;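 active means inhibition above the mean over all tested compounds plus 3 SD, cut at about 21% in these data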;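 further: 0% = DMSO only wells and 100% = clavulanate BLA inhibitor control wells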
ABHD5-PLIN5 inh: inhibitors of human ABHD5-perilipin-5 interaction; Split G. princeps luciferase complementation, luminescence, 4 h; inhibition, % at 4 µM; actives 0.78% (n = 360,000);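 active means inhibition above the mean inhibition across every tested compound plus 3 SD, cut at about 22% in these data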;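 further: 0% = DMSO only wells and the 100% control is not disclosed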
Target sequence (Q00G26 whole entry, looked up): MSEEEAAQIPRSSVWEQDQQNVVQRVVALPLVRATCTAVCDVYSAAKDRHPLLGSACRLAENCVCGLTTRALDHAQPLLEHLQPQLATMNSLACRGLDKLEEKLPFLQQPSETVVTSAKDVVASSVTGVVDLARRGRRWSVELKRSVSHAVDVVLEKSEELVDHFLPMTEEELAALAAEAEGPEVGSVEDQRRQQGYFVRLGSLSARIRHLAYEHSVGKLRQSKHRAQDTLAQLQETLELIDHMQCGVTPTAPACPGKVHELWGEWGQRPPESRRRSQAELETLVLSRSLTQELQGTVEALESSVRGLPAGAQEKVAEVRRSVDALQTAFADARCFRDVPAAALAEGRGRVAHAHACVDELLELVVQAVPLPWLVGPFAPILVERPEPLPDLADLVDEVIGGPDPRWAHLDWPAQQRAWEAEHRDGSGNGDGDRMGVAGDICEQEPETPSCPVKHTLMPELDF
Target sequence (Q8WTS1 whole entry, looked up): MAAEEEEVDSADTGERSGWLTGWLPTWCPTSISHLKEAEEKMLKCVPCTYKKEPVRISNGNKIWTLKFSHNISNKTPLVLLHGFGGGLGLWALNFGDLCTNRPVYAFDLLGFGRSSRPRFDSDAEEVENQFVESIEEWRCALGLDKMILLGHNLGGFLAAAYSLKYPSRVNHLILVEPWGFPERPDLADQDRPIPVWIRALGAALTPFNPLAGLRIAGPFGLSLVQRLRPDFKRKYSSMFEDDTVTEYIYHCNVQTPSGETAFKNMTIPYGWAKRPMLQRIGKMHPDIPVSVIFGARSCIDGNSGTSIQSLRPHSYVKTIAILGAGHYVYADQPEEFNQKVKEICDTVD
ABCB6 inh 2: inhibitors of human ABC transporter ABCB6; K562-ABCB6 porphyrin accumulation, flow cytometry, 1 h; stronger effect = lower value; Q9NP58; fluorescence ratio to DMSO, % at 10 µM; actives 0.19% (n = 360,000); AID 602162;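 active means fluorescence ratio to DMSO below 75%, the collection mean minus 3 SD; inconclusive means too few cells collected in the well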;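 further: signal is porphyrin accumulated inside mitochondria; 100% equals median channel fluorescence of DMSO control wells; lower ratio means ABCB6 inhibition with less porphyrin fluorescence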
MC4R barr agon: agonists of human melanocortin 4 receptor (MC4R) beta-arrestin; P32245; U2OS MC4R beta-arrestin complementation, luminescence; percent of melanotan II response, DMSO zero; activation, % at 8.9 µM; actives 0.98% (n = 360,000); AID 540308;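 active means activation above a per-plate cutoff, the mean activation of sample wells on that plate plus 3 SD, cut at about 8% in these data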
Exocytosis inh: blocks lytic granule exocytosis; actives 0.66% (n = 360,000); inhibition, % at 10 µM; TALL-104 LAMP-1 surface exposure, flow cytometry; cells stimulated with thapsigargin and PMA;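 active means inhibition above about 55%, limit read from the data; inconclusive means no clear call, values can overlap the other calls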
NOD2-RIPK2 inh: inhibitors of human NOD2-RIPK2 interaction; O43353; CHO BLA complementation NOD2-RIPK2, CCF4 ratio; inhibition, % at 4.98 µM; actives 0.38% (n = 360,000); AID 624267; in the data active means inhibition above about 21%;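 further: 0% = vehicle only and 100% = reference blocker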
MC4R antagonist: human MC4R antagonism in cAMP assay; P32245; MC4R-expressing cells, MTII-stimulated cAMP, LANCE TR-FRET; inhibition, % at 6.5 µM; actives 0.48% (n = 360,000);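 active means inhibition above its plate's cutoff, the mean of tested wells on that plate plus 3 SD, cut at about 29% in these data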;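 further: 0% = Melanotan II alone and 100% = Melanotan II plus saturating MCL0020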
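System: U2OS cells stably expressing human melanocortin 4 receptor (MC4R). Reagent: Melanotan II challenge after compound preincubation. Doses: 6.5 µM. Times: 30-min compound, 1-h challenge, 1-h detection, room temperature. Measured by: TR-FRET with Eu-cAMP and labeled anti-cAMP, 671 nm. Replicates: singlicate.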
aDG glyco act: increases alpha dystroglycan glycosylation; actives 0.22% (n = 360,000); AID 624168; activation, % at 10 µM; Pro5-aDG cells, alpha-DG glycosylation AlphaScreen (IIH6); 0% Pro5, 100% B10-LARGE cell signal;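 active means activation of at least 8% versus controls, or a plate z-score of at least 8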;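 further: Pro5 are CHO cells carrying HIG-tagged alpha-DG that lacks glycosylation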
Starred values were filed as active, the others as inactive; ? = inconclusive; . = not tested or not shown. Not all compounds are listed. The share of hits here may be higher or lower than overall.

Vif imaging	Glyco luc inh	TLR9-MyD88 block	ABHD5-PLIN5 inh	ABCB6 inh 2	MC4R barr agon	Exocytosis inh	NOD2-RIPK2 inh	MC4R antagonist	aDG glyco act	Structure
-1.3	1.1	0.5	-0.9	98.0	-1.0	4.4	6.0	-0.6	0.7	CN(C)/C=N/c1ncc(C(=O)c2ccccc2)s1
-1.0	0.7	-3.9	10.5	96.0	-0.8	0.7	2.4	1.2	-0.1	CC(C)N(Cc1ccccc1)C(=O)COC(=O)CCC(=O)c1ccc(F)cc1
4.9	-0.2	4.6	4.8	97.0	3.4	4.6	0.7	16.4	-0.1	FC(F)(F)c1ccccc1/C=N/n1c(C2CCCCC2)n[nH]c1=S
.	-0.3	-1.6	0.9	96.0	-3.0	-5.4	-5.0	1.1	-0.1	Cc1ccc(C(=O)NC2CCCC2)cc1S(=O)(=O)N1CCCCC1
-4.6	3.2	-3.5	-1.3	90.0	-2.9	2.4	-5.4	6.1	0.2	O=C(NCCCc1ccccn1)C1CCC(=O)N(Cc2cccc(F)c2)C1 (stereo unspecified)
0.7	0.6	13.4	0.3	100.0	1.0	4.4	13.6	-0.4	-0.2	O=C(COC(=O)C1CCCCC1)Nc1ccc(N2CCCCC2)cc1
-4.4	-4.0	-0.7	0.6	96.0	-1.3	0.7	6.7	7.1	0.4	COC(=O)C(C(=O)OC)C(CC(=O)c1ccc(Br)cc1)c1ccccc1 (stereo unspecified)
18.9	0.5	4.7	-4.2	101.0	-2.2	-1.6	-1.3	6.2	-0.3	Cc1ccccc1C(=O)NC(=S)Nc1ccccc1[N+](=O)[O-]
-1.1	4.2	3.4	-8.5	95.0	0.1	-14.4	3.2	0.9	0.4	COc1cc(NC(=S)Nc2ncccc2C)cc(OC)c1OC
-0.3	0.2	-3.2	6.5	103.0	-1.2	-6.7	-8.8	7.4	-0.1	Cn1nnc(NC(=S)NC(=O)c2ccco2)n1
7.9	-2.4	-11.1	2.0	103.0	-0.1	1.4	-1.4	-0.6	0.3	OCCCNCc1ccc(Cl)cc1Cl
-14.7	-4.6	-2.4	0.6	100.0	-0.8	11.7	0.0	-1.7	-0.2	CN(C)c1ccc(N=Cc2nc(-c3ccccc3)oc2OC(=O)c2cccc(Br)c2)cc1
-2.7	-2.0	8.8	2.8	96.0	-2.3	-7.7	-8.9	-2.5	-0.2	Cc1ccc(NC(=O)NC2CC(=O)N(c3ccc4c(c3)OCCO4)C2)cc1F (stereo unspecified)
.	0.9	-5.6	4.4	105.0	-2.6	0.0	10.8	8.7	0.1	CCCCC1=CC2=C(c3ccco3)C(=O)C(C)(OC(=O)c3ccc(OC)cc3)C(=O)C2=CN1CCCCO (stereo unspecified)
7.8	1.1	-10.5	-1.4	97.0	-1.2	-1.8	-0.9	30.0*	0.0	Cc1cccc(NC(=O)NCC2CC2)c1
3.1	58.6*	-3.2	-0.3	97.0	-2.5	-1.6	7.0	-0.9	0.0	COCCNC(=S)N1CCc2cc(OC)c(OC)cc2C1c1cccs1 (stereo unspecified)
-2.3	-2.1	2.6	-0.7	103.0	0.6	0.6	-25.9	13.7	-0.2	COc1ccc(S(=O)(=O)N2CCOCC2)cc1NC(=O)COC(=O)c1oc2ccccc2c1C
.	0.7	-2.1	1.3	101.0	0.4	0.0	12.2	1.0	-0.1	O=C(CCn1c(=O)oc2ccc(Cl)cc21)N1CCN(c2ccccc2)CC1
-17.3	2.5	3.4	-4.1	97.0	-0.7	-1.0	-13.8	3.2	-0.1	Cc1cc(=O)n2ccsc2n1
0.5	-4.2	3.2	-5.2	95.0	-0.6	-2.8	4.5	6.9	0.0	CC1(c2ccccc2Cl)NC(=O)N(CC(=O)Nc2ccc(N3CCOCC3)cc2)C1=O (stereo unspecified)
1.8	1.1	-2.3	-2.7	102.0	-0.1	5.0	-8.4	3.2	0.9	CC(CCc1ccccc1)NC(=O)c1ccco1 (stereo unspecified)
.	.	.	6.4	96.0	.	0.1	-17.5	.	0.8	C[C@H](c1ccccc1)N1C[C@H](COCc2ccccc2)Oc2cc(N3CCC[C@H]3C(N)=O)ccc2S1(=O)=O
18.2	44.6*	0.6	8.5	99.0	-2.0	-1.2	-2.0	4.6	-0.4	Cn1c(=O)cc(OCCCC(=O)NC2CCCC2)c2ccccc21
0.1	2.4	-9.3	2.5	100.0	-1.4	4.5	10.8	37.3*	0.0	COc1cc(C(=S)N2CCOCC2)ccc1OC(=O)c1ccc([N+](=O)[O-])cc1[N+](=O)[O-]
-4.8	-0.4	-2.6	-3.2	96.0	-1.8	-1.6	-5.2	-3.1	0.0	CC(C)C1C(=O)N(Cc2cn(CCC3OCCCO3)nn2)CCS(=O)(=O)N1Cc1ccc(-c2ccc(Cl)cc2)cc1 (stereo unspecified)
-5.1	-1.5	-4.3	-4.0	101.0	0.0	-0.6	-10.8	16.1	-0.1	CCOC(=O)Cc1csc(N/N=C/c2ccccc2)n1
-10.6	2.3	0.9	-3.7	49.0*	-1.7	1.8	-0.9	1.5	-0.4	COc1cccc(-c2nc(NC(C)C)c3ccccc3n2)c1O
-5.6	-0.1	2.6	-9.2	75.0	-2.2	-8.0	-0.9	-0.6	-0.2	Cc1c(C(C)NC(=O)Nc2ccc(F)cc2F)cnn1C (stereo unspecified)
4.5	2.3	-10.3	-2.1	98.0	-1.3	-0.1	-8.2	-2.1	-0.2	O=C1C2C3C=CC(C3)C2C(=O)N1CCCCN1C(=O)C2C3C=CC(C3)C2C1=O (stereo unspecified)
-6.8	-1.4	-0.4	-3.6	96.0	0.1	-4.0	-10.5	-2.0	-0.1	CS(=O)(=O)N(CC(=O)N1CCN(c2ccc(F)cc2)CC1)c1cccc(Cl)c1
1.1	-0.7	.	-6.6	98.0	-1.6	-7.3	5.7	3.3	0.1	Cc1ccccc1-c1csc(C(O)c2cccc(Cl)c2)n1 (stereo unspecified)
9.2	0.1	13.0	2.6	96.0	-0.4	-0.8	-15.0	-4.1	-0.1	O=C(/C=C/c1ccccc1)N1CCOCC1
-3.7	-2.3	-13.7	-0.1	97.0	-3.5	-21.5	-11.2	11.4	0.3	COc1ccc(C(CNC(=O)c2cccc(NS(=O)(=O)c3ccc(C)c(F)c3)c2)N2CCOCC2)cc1 (stereo unspecified)
1.6	0.4	3.7	1.9	100.0	-0.4	2.2	-9.3	9.7	0.2	CC(=O)c1cccc(NC(=O)c2ccc3c(c2)OCO3)c1
-14.4	-3.4	8.0	-5.7	169.0	6.0	32.1	-5.6	0.6	0.0	O=C(Cc1ccccc1)Nc1nc(-c2ccc(F)c(F)c2)cs1
0.0	-1.9	.	0.7	103.0	0.4	5.5	-2.0	-5.7	0.5	COc1ccc(/C=C2\SC(=S)N(CC(=O)N3CCN(C)CC3)C2=O)cc1
-6.9	-12.2	3.1	-0.2	105.0	-1.7	-11.1	-1.1	1.7	-0.2	Fc1ccc(-c2nc(-c3cnccn3)no2)c(Cl)c1
-0.7	-3.3	-6.2	3.4	102.0	1.0	53.4	6.8	15.0	-0.2	CC(C)/C=C/CN1CCCC(N2CCN(c3cccc(Cl)c3)CC2)C1 (stereo unspecified)
-9.8	-0.9	-9.4	-2.4	91.0	1.6	-1.0	-14.5	-5.1	0.0	CCCCNS(=O)(=O)c1ccc2nc(SCC(=O)Nc3cc(C)cc(C)c3)[nH]c2c1
.	0.1	6.3	-6.0	106.0	-0.8	0.5	2.5	0.1	0.1	N/C(=N\S(=O)(=O)c1ccc(Cl)s1)c1ccccc1
-51.3	-11.3	3.0	0.3	92.0	0.0	-1.8	-6.2	4.0	0.9	Cc1c(C(=O)Nc2ccc(F)c(F)c2)oc2ccc(S(=O)(=O)N3CCCCC3)cc12
-2.7	6.5	6.9	1.2	97.0	0.4	-2.3	9.1	3.7	-0.2	Fc1ccc2nc3[nH]c4ccccc4c3nc2c1
5.9	2.4	-2.4	5.3	102.0	-1.1	-3.0	-7.8	-3.4	-0.1	Cc1ccc(C(=O)COC(=O)c2nc(Cl)ccc2Cl)cc1
-9.2	0.1	-8.0	8.3	95.0	0.6	-3.6	-6.8	1.7	-0.1	Cc1[nH]nc2c1C(c1cccnc1)N(c1ccc(Br)cc1)C2=O (stereo unspecified)
-4.7	?	-3.6	-5.1	85.0	-0.1	5.0	-5.1	9.7	-0.1	Cc1ccc(C(=O)NCc2nnc(SCC(=O)NC(C)c3ccccc3)n2C)cc1 (stereo unspecified)
-0.9	0.7	4.0	-2.9	106.0	-2.5	1.1	6.4	-1.6	0.2	Cc1ccc2nc(NCCCNC(=O)c3cnccn3)c(C#N)cc2c1
16.1	-4.1	5.5	-1.0	92.0	-1.8	-5.1	-10.0	1.6	-0.1	O=C(Cc1c(Cl)cccc1Cl)Nc1ccc(S(=O)(=O)Nc2ncccn2)cc1
.	.	.	2.9	104.0	.	6.8	0.1	.	0.0	CCCCC1Cc2[nH][nH]c(=O)c2C(c2ccc(F)cc2)O1 (stereo unspecified)
-5.6	1.4	3.0	-11.6	95.0	-0.7	-1.8	-1.3	-3.8	0.7	CC(C)(C)C(=O)Nc1nc2c(s1)COc1ccccc1-2
-3.7	-2.1	3.4	-7.7	98.0	-0.3	-6.4	-11.4	7.2	-0.2	CCn1c(O)c(C=NCc2ccccc2)sc1=S
-2.2	3.7	8.5	-1.6	106.0	0.3	-1.7	-1.2	-1.0	0.2	O=C(Nc1ccc(Cl)cc1F)C1CCCN(C2=NS(=O)(=O)c3ccccc32)C1 (stereo unspecified)
-18.2	-0.1	-6.6	0.7	94.0	2.0	11.6	1.9	7.7	0.5	O=C(CN1CCN(S(=O)(=O)c2ccc(F)c(Cl)c2)CC1)N1CCc2ccccc2C1
29.6	1.2	7.2	-2.8	86.0	-0.5	2.3	-5.4	3.2	0.2	CCc1ccccc1NC(=O)CN(C)C(=O)c1cc(C2CC2)nn1-c1ccccc1
-0.6	-8.6	0.5	8.4	99.0	-2.0	31.4	3.3	1.5	0.5	O=C1Nc2cc(C(=O)N3CCC(N4CCCCC4)CC3)ccc2S/C1=C\c1ccccc1
0.5	-0.9	-1.7	0.2	100.0	-2.6	10.7	6.8	9.6	0.2	CCCS(=O)(=O)c1nc(S(=O)(=O)c2ccc(C)cc2)c(NCc2ccco2)s1

Some of these compounds in order of the MC4R barr agon value, low to high:
Vif imaging	Glyco luc inh	TLR9-MyD88 block	ABHD5-PLIN5 inh	ABCB6 inh 2	MC4R barr agon	Exocytosis inh	NOD2-RIPK2 inh	MC4R antagonist	aDG glyco act	Structure
29.6	1.2	7.2	-2.8	86.0	-0.5	2.3	-5.4	3.2	0.2	CCc1ccccc1NC(=O)CN(C)C(=O)c1cc(C2CC2)nn1-c1ccccc1
-3.7	-2.1	3.4	-7.7	98.0	-0.3	-6.4	-11.4	7.2	-0.2	CCn1c(O)c(C=NCc2ccccc2)sc1=S
-18.2	-0.1	-6.6	0.7	94.0	2.0	11.6	1.9	7.7	0.5	O=C(CN1CCN(S(=O)(=O)c2ccc(F)c(Cl)c2)CC1)N1CCc2ccccc2C1

Bioassay records from PubChem BioAssay.
